ARNT-TACC3 inh – disruptors of ARNT/TACC3 protein interaction, primary screen, biochemical, AlphaScreen, single concentration | Transforming acidic coiled-coil-containing protein 3 (Homo sapiens), Q9Y6A5 | inhibition, % at 9.99 µM | AlphaScreen His-ARNT PAS-B/GST-TACC3 binding, luminescence; TACC3 fragment carries E629A point mutation | 0.66% of 390,000 active | AID 623870, 2012;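 active = mean inhibition of replicates at least 50% and at least half of replicates each reaching 50%; inconclusive = half or more replicates reach 50% but mean below 50%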;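 note: 0% = complete ARNT plus TACC3 wells and 100% = ARNT alone without TACC3; many hits fall short of the cut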
GSIS activator – GLuc luminescence reporter in INS-1E cells, primary screen for activators of glucose-dependent secretion of insulin | 0.61% of 370,000 active | activation, % at 16.6 µM | INS-1E GLuc reporter insulin secretion, 2-3 h;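 active = lowest replicate activation of at least 40%, so every replicate reaches that level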;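 note: 0% = median of neutral control wells and 100% = median of IBMX positive control wells; some compounds called inactive have numbers as strong as hits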
EWS-Fli block – EWS/Fli-driven NR0B1 reporter inhibitors, primary screen, A673 cells, NR0B1 luciferase, luminescence, MLPCN library; viability-normalised; inhibition, % at 12.6 µM; 0.67% of 350,000 active;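 active = mean inhibition of at least 50% after viability correction, with every replicate also passing that limit; inconclusive = mean reaches 50% but only one of two replicates passes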;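 note: firefly luciferase signal divided by Alamar Blue viability fluorescence both relative to DMSO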
ERp5 block – inhibitors of ERp5-driven insulin aggregation, primary screen, biochemical, turbidity, absorbance 650 nm, single point. Protein disulfide-isomerase A6 (Homo sapiens), Q15084. 90 min. inhibition, % at 9.99 µM. 0.05% of 350,000 active. AID 651711, 2012;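 active = mean replicate inhibition above about 25%, with every replicate also reaching it, limit read from the data, passing the limit was not always enough; inconclusive = only one of those two criteria met; inactive = neither criterion met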
Target sequence (Q15084 whole entry, looked up): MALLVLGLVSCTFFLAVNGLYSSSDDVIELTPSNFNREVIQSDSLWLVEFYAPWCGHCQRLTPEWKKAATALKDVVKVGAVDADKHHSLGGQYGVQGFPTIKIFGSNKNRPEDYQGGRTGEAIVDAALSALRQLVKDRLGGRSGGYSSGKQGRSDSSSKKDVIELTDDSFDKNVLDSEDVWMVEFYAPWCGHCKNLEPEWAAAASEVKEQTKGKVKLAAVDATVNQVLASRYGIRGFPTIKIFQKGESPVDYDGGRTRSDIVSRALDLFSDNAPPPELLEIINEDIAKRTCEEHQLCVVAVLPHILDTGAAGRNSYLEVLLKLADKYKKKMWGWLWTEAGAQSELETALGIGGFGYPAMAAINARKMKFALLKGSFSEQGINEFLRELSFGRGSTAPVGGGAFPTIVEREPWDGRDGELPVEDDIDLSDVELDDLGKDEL
DENV2 CPE – inhibitors of DENV2 cytopathic effect, primary screen, cell-based, plate reader, single concentration; CPE inhibition, % at 9.99 µM; AID 651640, 2012; 1.7% of 350,000 active; DENV2-infected cells, cytopathic effect rescue; in the data active = CPE inhibition above about 20%, passing the limit was not always enough; inconclusive = no clear call, values can overlap the other calls; tested in BHK-21 cells;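 note: 0% = median of neutral control wells and 100% = median of positive control wells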
Xi reactivation – activators of inactive X chromosome reactivation, primary screen, imaging, XiGFP fibroblasts, GFP high-content imaging, set 2; XiGFP mouse fibroblasts, % GFP-positive cells imaging, 3 d; cells co-treated with 5-aza-dC sensitizer; scaled so ellipticine positive control = 100%; activation, % at 7.58 µM; 0.055% of 360,000 active; AID 743238, 2013;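 active = mean normalized replicate activation at least 10% and every replicate at or above 10%; inconclusive = only one of the two criteria met; inactive = mean below 10% and not all replicates reach 10%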;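 note: 0% = median of on-plate neutral control wells and 100% = ellipticine 6 µM median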
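System: 68-5-11 XiGFP fibroblast line | Buffer or medium: DMEM containing 5-aza-dC | Compound: Single point | Times: Compounds 3 days, fix/stain 15 min at room temperature | Benchmarks: Positive control ellipticine, 6 µM final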
CFTR F508del cor – F508del CFTR correction, initial screen, CFBE line, single point; CFBE cells, YFP halide quenching; stimulated with forskolin plus potentiator P3; % fluorescence drop versus neutral controls; activity (quench increase), % at 7.58 µM; 0.36% of 350,000 active; AID 720511, 2013;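 active = mean added fluorescence quench of at least 8% versus neutral control, with both replicates also reaching 8%; inconclusive = only one of the mean or replicate conditions met; inactive = mean below 8% and not both replicates reaching 8%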;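 note: cells transiently co-express mutant CFTR-F508del with the halide-sensitive YFP; corrector assay measuring rescue of mutant channel to the surface after 24 h compound exposure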
PAX8 reporter – inhibitors of PAX8-driven TPO luciferase reporter, primary screen, RMG-I cells, single concentration. SteadyGlo, 24 h. AID 652154, 2013. 1.2% of 360,000 active. inhibition, % at 12.6 µM;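 active = mean replicate inhibition at least 60% with every replicate also reaching 60%; inconclusive = only one of the two criteria is met; inactive = mean below 60% and not all replicates reaching 60%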;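 note: luciferase light reporting Pax8 driven TPO promoter activity; plate controls were median of neutral control wells for no effect and mitoxantrone controls for full effect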
* = called active by the depositor; ? = inconclusive; nt = no result given; & = joins results of further samples.

SMILES,ARNT-TACC3 inh,GSIS activator,EWS-Fli block,ERp5 block,DENV2 CPE,Xi reactivation,CFTR F508del cor,PAX8 reporter
C[C@H](CO)N1C[C@H](C)[C@H](CN(C)Cc2ccccn2)Oc2ncc(C3=CCCCC3)cc2C1=O,-0.6,0.7,-11.6,-1.7,?,-0.1,3.3,nt
O=C1NC[C@H](CC2CCCCC2)N(CCc2cc(C(F)(F)F)cc(C(F)(F)F)c2)C1=O,nt,-38.8,-2.1,-3.2,?,0.5,4.4,6.5
Cc1ccsc1CN1CC(=O)N(c2c(C)cccc2C)C1=S,-4.0,-1.9,-3.0,1.5,-0.9,0.2,-0.7,6.0
O=C(Cc1ccccc1[N+](=O)[O-])Nc1nccs1,1.9,20.2,6.7,4.3,9.8,1.2,1.4,20.8
Cc1ccc(S(=O)(=O)N2CCN(c3ncnc4ccccc34)CC2)cc1,-2.5,nt,20.7,3.1,-7.9,0.0,0.9,40.2
Cc1occc1-c1nnc(SCC(=O)Nc2nc(-c3ccccc3)cs2)o1,-2.9,-6.2,-5.3,2.2,6.6,nt,-3.3,nt
C[C@@H]1CN([C@H](C)CO)C(=O)Cc2cc(NC(=O)CCCN(C)C)ccc2O[C@@H]1CN(C)S(=O)(=O)c1ccc(Cl)cc1,7.6,5.7,-3.8,1.0,-3.7,-0.3,-2.3,-2.2
Cc1ccc(S(=O)(=O)c2c(C)nn(C(C)(C)C)c2OC(=O)C(C)C)cc1,-1.3,nt,12.5,3.0,9.8,0.0,2.6,7.4
CCNC(=O)C[C@H]1C=C[C@H](NC(=O)C2CCC2)[C@@H](CO)O1,-2.6,2.4,10.2,-5.6,7.4,-0.3,-0.5,nt
CCC1=Nc2cc(C(=O)N3CCCCC3)ccc2Sc2ccc(C)cc21,9.6,12.4,7.1,5.5,2.3,0.2,0.2,15.2
COc1ccc(S(=O)(=O)N(C)C[C@@H]2OCCCC[C@@H](C)Oc3ccc(NC(=O)Nc4c(C)noc4C)cc3C(=O)N([C@H](C)CO)C[C@@H]2C)cc1,-5.5,24.5,-7.9,-5.5,3.6,0.7,-0.3,-43.2
Cc1nc(-c2ccccc2)nc2n[nH]c(N)c12,3.0,21.0,-23.1,-3.0,-0.3,0.2,-0.2,-32.3
C[C@@H]1CN([C@@H](C)CO)C(=O)c2cc(C#CC3CC3)cnc2O[C@@H]1CN(C)C(=O)c1ccccc1,11.4,-7.5,-1.1,1.7,13.6,-0.5,-0.9,nt
C[C@H](NC(=O)C[C@@H]1CC[C@@H]2[C@H](COC[C@H](O)CN2C(=O)Nc2ccccc2)O1)c1ccccc1,-3.6,7.6,-17.2,-3.5,34.1*,0.1,1.1,-10.9
COc1ccc(-n2nc(C(=O)NCC(=O)N3CCN(c4ccccc4F)CC3)c3ccccc3c2=O)cc1,nt,33.8,-71.8,1.6,2.5,0.0,-0.3,-27.0
COc1ccc(S(=O)(=O)Nc2ccc3c(c2)[C@H]2C[C@H](CC(=O)NCC4CC4)O[C@@H](CO)[C@H]2O3)cc1,nt,-5.1&22.6,-4.0,-4.1&-1.7,?,-0.1&0.1,4.3&3.9,-1.4&-0.1
CC(C)NC(=O)N(C)C[C@@H]1Oc2ncc(C#Cc3ccncc3)cc2C(=O)N([C@H](C)CO)C[C@@H]1C,-4.8,14.0,-19.6,-0.7,-6.1,0.2,-0.8,nt
O=C(Cc1ccc(Cl)cc1)Nc1ccc(C(=O)N2CCCCC2)cc1,0.9,16.0,0.1,1.2,1.9,0.1,-0.7,-24.4
CCNC(=O)COc1ccc(C=O)cc1OC,0.3,-6.8,nt,nt,nt,0.0,nt,2.4
CCNC(=O)C[C@H]1CC[C@@H]2[C@@H](COc3ccc(NC(=O)c4ccc(C(F)(F)F)cc4)cc3C(=O)N2C)O1,-1.1,-12.5,-26.0,-6.9,1.4,0.1,-2.2,3.0
CCOCCn1c(=NC(=O)c2ccc(S(=O)(=O)N3CCOCC3)cc2)sc2cc(S(N)(=O)=O)ccc21,-2.0,-2.7,28.7,7.6,-0.5,-0.1,2.1,nt
COc1ccc(-n2nc(C(=O)NCC(=O)NCc3ccc(F)cc3)c3ccccc3c2=O)cc1OC,-4.4,5.3,23.3,1.4,6.0,0.0,-1.2,6.3
COc1ccccc1CN1CCCC(CNC(=O)c2cccc3ccccc23)C1 (stereo not drawn),-8.1,1.5,6.1,0.7,-3.0,0.2,1.2,7.1
C[C@H]1CN([C@@H](C)CO)C(=O)c2cccc(NC(=O)C3CC3)c2O[C@@H]1CN(C)Cc1ccc2c(c1)OCO2,-3.9,-2.0,-0.8,1.1,-5.0,0.2,-0.2,nt
Fc1ccccc1NC(=S)NCc1ccc2c(c1)OCO2,-2.8,nt,8.1,5.9,9.3,0.0,nt,9.8
CCOC(=O)C(=CNc1ccc(Oc2cccnc2)nc1)C(=O)OCC,-6.3,8.8,-2.3,-2.9,1.1,0.4,-0.5,-0.6
Cc1cccc(N(C(=O)c2csnn2)C(C(=O)NC2CCCCC2)c2ccncc2)c1 (stereo not drawn),-0.8,-4.9,-1.3,-0.1,5.6,0.4,0.6,1.1
Cc1ccc2nc(SCC(=O)NCc3ccccc3)nc(=O)n2c1,-4.8,3.0,-1.1,-3.6,-0.1,-0.1,-0.9,-2.3
O=C(NCCN1CCNC1=O)c1ccc2sc([C@H]3C[C@H](O)[C@@H](CO)O3)nc2c1,nt,-5.2,4.0,10.9,10.4,0.1,-1.5,-7.2
Cc1ccc(S(=O)(=O)N(C)C[C@H]2Oc3ccc(NC(=O)Nc4cccc5ccccc45)cc3C(=O)N([C@@H](C)CO)C[C@H]2C)cc1,nt,-39.8,1.9,nt,nt,0.3,-0.6,19.4
O=C(N/N=C/c1ccncc1)c1ccc(NC(=O)c2ccc(Cl)cc2)cc1,-1.9,7.9,16.5,2.1,11.5,0.0,-3.0,10.4
NC(=O)C1CCN(C(=O)CCc2nc3ccccc3c(=O)[nH]2)CC1,-14.9,nt,-2.9,-0.4,-6.1,nt,-3.8,nt
Cc1cc(CNC(=O)COc2ccccc2F)c2ccccc2n1,nt,0.8,-21.9,3.2,-3.4,0.4,nt,-40.6
Cc1nc(C)c(-c2ccc(SCC(=O)Nc3ccccc3)nn2)s1,-4.0,32.7,nt,8.0,-2.5,-0.1,-1.3,-17.0
CC(C)c1ccc(NC(=O)c2ccc(NS(C)(=O)=O)cc2)cc1,-6.5,-8.9,-20.8,7.9,-6.9,0.0,-6.8,-18.5
COc1ccc2[nH]cc(CCNC(=O)COc3cc(C)cc4oc(=O)cc(C)c34)c2c1,1.1,-2.9,13.4,3.4,-12.1,nt,2.7,nt
COCCNC(=O)C[C@H]1CC[C@H]2[C@@H](COc3ccc(NC(C)=O)cc3C(=O)N2C)O1,nt,-0.2,5.1,-2.9,4.9,0.3,-0.4,nt
C[C@@H]1CN([C@@H](C)CO)C(=O)Cc2cc(NS(=O)(=O)c3ccc(Cl)cc3)ccc2O[C@@H]1CN(C)Cc1ccc(C(F)(F)F)cc1,-0.7,-15.2,-18.0,17.1,?,0.4,5.3,6.3
CCCC(=O)Nc1ccc2c(c1)C(=O)N(C)[C@@H]1CC[C@H](CC(=O)NCCOC)O[C@H]1CO2,-5.2,-1.0,0.5,nt,-1.4,0.1,-0.3,8.8
CCCN(C(=O)COC(=O)CCOc1ccccc1)c1c(N)n(Cc2ccccc2)c(=O)[nH]c1=O,-15.3,-0.1,0.3,2.1,0.6,-0.1,-6.7,0.1
COc1ccc(-c2nc(CCNC(=O)c3ccc(Br)o3)cs2)cc1,4.7,-21.4,-1.2,8.3,-0.4,-0.1,2.0,-11.8
CC1(C)NC(=O)N(CC(O)CN(c2ccccc2)S(=O)(=O)c2ccccc2[N+](=O)[O-])C1=O (stereo not drawn),-26.8,18.0,-1.6,-8.9,-5.5,0.0,-2.1,10.6
C[C@H](CO)N1C[C@H](C)[C@H](CN(C)S(C)(=O)=O)Oc2c(NC(=O)Nc3ccc(F)cc3)cccc2C1=O,-3.3,8.9,-0.3,-7.2,-7.8,1.0,-2.7,4.3
COc1ccc(S(=O)(=O)N(C)C[C@H]2Oc3ccc(NC(=O)c4ccncc4)cc3CC(=O)N([C@@H](C)CO)C[C@H]2C)cc1,-3.5,12.9,-8.1,-13.6,-9.9,-0.6,-0.9,nt
CC(NC(=O)COC(=O)Cn1cnc2ccccc2c1=O)C1CC2CCC1C2 (stereo not drawn),-4.3,1.9,nt,nt,nt,0.0,nt,-12.4
O=C(C[C@H]1CC[C@@H]2[C@H](COC[C@@H](O)CN2CCc2ccccc2)O1)NCc1ccc(F)cc1,-7.6,5.1,-6.5,2.2,7.9,-0.1,2.2,-8.7
CCCN1C[C@@H](C)[C@H](OC)CN(C)C(=O)c2ccc(NC(=O)C3CC3)cc2OC[C@@H]1C,14.9,2.5,-4.5,3.0,-0.6,-0.6,1.1,-9.9
Cc1ccccc1NC(=O)COC(=O)c1ccc(CSc2ccc(Cl)cc2)cc1,-7.8,5.3,12.9,14.5,?,-0.1,nt,-38.9
O=S(=O)(c1ccc(Cl)c(NC(=S)N/N=C/c2c(F)cccc2F)c1)N1CCOCC1,nt,-4.5,27.1,-2.5,2.2,0.0,nt,0.5
Cc1ccc2c(c1)COc1c3ccc(C(=O)N4CCCCC4)cc3nn1-2,-2.7,19.9,-121.2,0.4,-10.1,0.0,3.0,-77.4
Cc1cc(Cl)ccc1NC(=S)NCc1ccc(S(N)(=O)=O)cc1,nt,-8.9,2.0,-3.7,-3.1,0.0,3.4,-17.5
Cc1ccc(C2(C)NC(=O)N(CC(=O)N3CCc4ccccc43)C2=O)cc1 (stereo not drawn),nt,nt,-5.0,3.0,-4.2,0.0,0.4,25.0
Cn1nc(C(F)(F)F)c(-c2ccc(Br)cc2)c1NC(=O)Nc1ccc(F)cc1F,-2.3,nt,8.9,-5.1,0.4,0.0,2.9,-7.6
Cc1c(CN2CCC(n3nccc3NC(=O)C3CC3)CC2)[nH]c2ccccc12,-0.4,-1.7,7.5,0.7,3.5,0.0,-2.7,34.2
Cc1ccc(-c2ccc3c(c2)O[C@H](CN(C)Cc2cccnc2)[C@H](C)CN([C@@H](C)CO)S3(=O)=O)cc1,6.7,-16.1,9.2,7.2,-0.7,-1.0,-0.4,nt
CCOC(=O)c1oc2ccccc2c1COC(=O)CNC(=O)c1ccccc1OC,-3.2,15.2,7.4,-5.0,5.6,0.1,1.6,-4.2
N#C[C@H]1[C@@H](c2ccc(C3=CCCC3)cc2)[C@H](CO)N1C(=O)C1CC1,-2.3,4.5,5.3,5.8,0.0,0.0,0.3,-22.1
CC1(C(=O)Nc2ccc3c(c2)OCCO3)CCN1C(=O)c1cccc(F)c1 (stereo not drawn),nt,0.6,7.4,-1.5,13.4,0.0,-0.2,-5.5

Assay outcomes as filed in PubChem BioAssay.
